Screening results deposited in PubChem by Sanford-Burnham Center for Chemical Genomics.
H9c2 TAG inh: inhibitors of triacylglycerol accumulation, primary screen, cell-based, uHTS, fluorescence, H9c2 | H9c2 cells, Nile Red lipid (TAG) fluorescence; cells loaded with 200 µM oleic acid | inhibition, % at 12.5 µM | 230,000 compounds, 0.66% hits | AID 651582, 2012;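 active = pattern-corrected inhibition of lipid staining of at least 50% with the nuclear-stain viability signal not falling by more than 50%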;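 note: 0% = DMSO wells and 100% = triacsin C control wells; some results filed as inactive read as strong as hits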
H9c2 TAG inh DAPI viability: further read-out of H9c2 TAG inh, marked with its call; DAPI nuclei signal change (viability), lower = more cytotoxic, %;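 whole-well DAPI fluorescence read on a plate reader as a viability signal; minus 50 percent equals half of cells still viable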
Numbers without * were called inactive. Only part of the results is shown. The share of hits here may be higher or lower than overall.

Structure | H9c2 TAG inh | H9c2 TAG inh DAPI viability
CC1CN(C(=O)c2cc(COc3c(F)cccc3F)on2)CCN1C (stereo not given) | 8 | 3
CN1CCN(c2ccccc2NC(=O)c2ccc(-c3cccc(Cl)c3)o2)CC1 | -7 | 13
CCOc1cc(/C=C(/NC(C)=O)C(=O)O)cc(Cl)c1OCc1ccc(Br)cc1 | 1 | -2
Cn1c2cc(C#N)sc2c2cnn(Cc3ccc(F)cc3)c(=O)c21 | -11 | 7
C[C@@H]1CN([C@H](C)CO)C(=O)c2cc(Br)cnc2O[C@@H]1CN(C)Cc1cncnc1 | -28 | 4
COc1ccc(/C=N/NC(=O)c2nn(-c3ccc(C)c(C)c3)c(=O)c3ccccc23)cc1 | 10 | 0
CCCC(=O)c1cn(CC(=O)OC)c2ccccc12 | 2 | -3
O=C(Nc1nc(-c2cc(F)ccc2F)cs1)C1=COCCO1 | -4 | 1
CCc1nc2c(OCCC3CCCCC3)cccn2c1N(C)C(=O)C1CC1 | 11 | -2
O=C(CNC(=O)c1ccc(Br)o1)Nc1ccccc1 | 1 | -3
COc1ccc(CNC(=O)CN2C(=O)NC(Cc3ccccc3)(c3ccccc3)C2=O)cc1OC (stereo not given) | 39 | -4
CCOC(=O)C1C(=O)C=C(c2ccc([N+](=O)[O-])cc2)CC1c1ccccc1 (stereo not given) | 3 | 7
O=C(COc1ncnc2ccccc12)NCc1ccc2c(c1)OCO2 | 12 | -4
COc1cc(NC(=O)c2ccnn2C)c(OC)cc1Cl | 7 | -10
CCN(c1ccccc1)S(=O)(=O)c1ccc(OC)c(NC(=O)C2=NN(c3ccccc3)C(=O)CC2)c1 | 27 | 0
CN(CC(=O)Nc1ccc(F)cc1)C(=O)COC(=O)/C=C/c1ccccc1[N+](=O)[O-] | 2 | 5
COc1ccccc1NS(=O)(=O)c1cc(C(=O)NCCC(C)C)ccc1F | -8 | 1
COc1ccc(NC(=O)Cn2c(-c3ccccc3)cn(-c3ccc(C)cc3)c2=O)cc1 | 56* | -6.4*
CC(C)C(N)c1csc(Nc2ccc(C(=O)N(C)Cc3ccccc3)cn2)n1 (stereo not given) | 41 | -12
CCc1nnc(NC(=O)CSc2nnc(-c3ccccc3O)n2-c2ccc(C)cc2C)s1 | -2 | -3
COc1ccc(NC(=O)CSc2nnc(C3CCCCC3)n2N)cc1 | 3 | -1
CC(C)(CC(=O)O)CC(=O)Nc1cc(C(F)(F)F)cc(C(F)(F)F)c1 | 21 | -10
COc1ccc(/C=C2/CCC(CN3CCOCC3)C2=O)cc1 (stereo not given) | 73* | -45*
CCCn1c(N2CCN(CC(=O)c3c(C)n(C)c4ccc(OC)cc34)CC2)nc2c1c(=O)[nH]c(=O)n2C | 3 | -3
N#C/C(=C/c1cc[nH]c1)C(N)=S | 12 | -5
O=C(COC(=O)CSc1ccccc1)NCCNC(=O)COC(=O)CSc1ccccc1 | -2 | 8
CC(=O)Nc1ccc(S(=O)(=O)NCCC(=O)Nc2ncccc2C)cc1 | 2 | 1
CCN(CC(=O)Nc1cc(Cl)ccc1C)C(=O)C1CCN(c2ncnc3sc(C)c(C)c23)CC1 | -48 | -3
O=C(c1ccc(F)cc1)N1CCCC(C(=O)N2CCc3ccccc3C2)C1 (stereo not given) | -17 | 8
COc1cc(-c2noc(C)c2C(=O)NCCCn2ccnc2)cc(OC)c1OC | -8 | -1
CC(C)n1cnnc1SCC(=O)NCC(=O)Nc1ccc(F)cc1 | 4 | 3
Cc1ccc(NS(=O)(=O)c2ccc(C)c(C(=O)N3CCOCC3)c2)cc1 | 7 | -5

In another format: 2 of the compounds above.
COc1cc(-c2noc(C)c2C(=O)NCCCn2ccnc2)cc(OC)c1OC
  H9c2 TAG inh: -8 | H9c2 TAG inh DAPI viability: -1

CC(C)n1cnnc1SCC(=O)NCC(=O)Nc1ccc(F)cc1
  H9c2 TAG inh: 4 | H9c2 TAG inh DAPI viability: 3

The list goes on.
Structure | H9c2 TAG inh | H9c2 TAG inh DAPI viability
Cc1cccc2sc(NNC(=O)c3ccc4c(c3)OCCO4)nc12 | 12 | -2
O=S(=O)(NC1CC1)c1ccc2c3c(cccc13)CC2 | -2 | -1
Cn1cc(CN2CCN(Cc3ccccc3)CC2)c(-c2cccc(Cl)c2)n1 | -1 | 13
NC(=O)/C(=C/c1ccc2c(c1)OCO2)NC(=O)c1ccco1 | -5 | 1
CCOc1cc(N2CCOCC2)c(OCC)cc1NC(=O)c1cc(S(=O)(=O)N2CCOCC2)ccc1C | -8 | 7
CCOc1cc(NC(=O)c2cccs2)c(OCC)cc1NC(=O)c1cccnc1 | 0 | 61
Clc1cccc(N2CCN(Cc3ccc(Br)o3)CC2)c1 | -2 | -9
CC1=NN(S(=O)(=O)c2ccc(F)cc2)C(=O)c2ccccc2O1 | -7 | 0
Cc1csc(NC(=O)CSC2=NS(=O)(=O)c3ccccc3N2)n1 | 7 | -2
CCOc1ccc(CCNC(=O)COC(=O)C2CCN(S(=O)(=O)c3ccccc3)CC2)cc1OCC | 16 | 6
COc1cccc(CN(C)C(=O)CNC(=O)c2cccs2)c1OC | -14 | 1
COc1ccc(S(=O)(=O)N2CCOCC2)cc1NC(=O)C1CCCN1C(=O)c1cccs1 (stereo not given) | -7 | 3
O=C(CSc1ccncc1)Nc1ccc2ccccc2c1 | -14 | 8
Cn1c(-c2cccc([N+](=O)[O-])c2)cnc1NCc1cccc([N+](=O)[O-])c1 | -8 | 10
CCCCC(=O)N(C)c1c(CC)nc2c(OCCOc3ccccc3)cccn12 | -8 | -7
CC(C)CC(=O)NCCNC(=O)c1cc(OCC(F)(F)F)ccc1OCC(F)(F)F | -9 | 0
CC(=O)N1CCN(c2ccccc2NC(=O)c2ccc(C#N)cc2F)CC1 | 9 | -7
O=C(Nc1nc2ccccc2[nH]1)c1cccc([N+](=O)[O-])c1 | -5 | 3
Cc1[nH]c(=O)[nH]c(=O)c1/C=C/C(=O)O | 11 | -5
COC(=O)C1=C(C)N(CCCC(=O)O)C(=O)NC1c1ccc2c(c1)OCO2 (stereo not given) | 11 | -3
CC(Nc1ccc([N+](=O)[O-])cc1[N+](=O)[O-])c1ccccc1 (stereo not given) | 7 | -3
Cc1cccc(NC(=O)Cn2nc([N+](=O)[O-])c(Br)c2C)n1 | -1 | 4
NNC(=O)/C(=C\c1cccs1)NC(=O)c1ccccc1 | 7 | 0
O=C(CCCn1c(=S)[nH]c2cc3c(cc2c1=O)OCO3)N1CCc2ccccc2C1 | -2 | 10
Cc1nnc(SC(C)C(=O)Nc2ccc(Cl)cc2Cl)[nH]c1=O (stereo not given) | -11 | -3
O=c1c2ccccc2nc(-c2ccccc2)n1CCN1CCOCC1 | -17 | 20
CCOC(=O)CCCNC(=O)COC(=O)c1cc(Br)c(Br)s1 | 10 | -10
N#Cc1ccc(S(=O)(=O)NC2CCN(Cc3ccccc3)CC2)cc1 | 0 | 6
CCOC(=O)C1(Cc2ccccc2)CCCN(CCO)C1 (stereo not given) | 7 | 2
Cc1ccc(C(=O)Nc2cccc([N+](=O)[O-])c2)cc1S(=O)(=O)Nc1cccc(C(=O)O)c1 | -6 | 6
O=C1Nc2ccccc2C12OCC1(CO2)COC2(OC1)C(=O)Nc1ccccc12 (stereo not given) | -7 | -2
CC(C)Cn1c(-c2nn(C)cc2Cl)n[nH]c1=S | 4 | 5
COc1ccc(Br)c(C(=O)OCC(=O)NC2CCCCCC2)c1 | -47 | 1
O=C(c1cccs1)N1C[C@@H](O)[C@H](n2cc(-c3ccc(F)cc3)nn2)C[C@@H]1c1ccc(Cl)cc1 | 3 | 1
C/C(=N\NC(=O)c1cccc([N+](=O)[O-])c1)c1ccco1 | -5 | -8
Cc1ccc(-c2ccc(C(=O)O)o2)cc1Cl | -4 | 4
CSc1ccccc1C(=O)NC(C)c1ccc(-n2ccnc2)cc1 (stereo not given) | -1 | -8
O=C(COC(=O)c1ccccc1Cl)Nc1ccc2[nH]c(=O)[nH]c2c1 | -3 | 4
NC(=O)C1=C[C@H](c2ccc(Br)cc2)C[C@H](OCc2ccc(CO)cc2)O1 | -73 | 0
CCc1nc2ccccc2nc1N1CCN(S(=O)(=O)c2ccc(Cl)cc2)CC1 | -3 | 5
Cc1ncc([N+](=O)[O-])n1CCOC(=O)NC(Nc1ccc(F)cc1)C(Cl)(Cl)Cl (stereo not given) | 5 | 0
Cn1c(SCC(=O)NCc2ccc3c(c2)OCO3)ncc(C(=O)Nc2ccc(F)cc2)c1=O | -6 | 10
O=C(Nc1cc(S(=O)(=O)N2CCOCC2)ccc1N1CCCCC1)c1cc(-c2ccccn2)nc2ccccc12 | 13 | 14

Gathered by group, the compounds so far containing four or more nitrogen atoms.
Structure | H9c2 TAG inh | H9c2 TAG inh DAPI viability
Cn1c2cc(C#N)sc2c2cnn(Cc3ccc(F)cc3)c(=O)c21 | -11 | 7
C[C@@H]1CN([C@H](C)CO)C(=O)c2cc(Br)cnc2O[C@@H]1CN(C)Cc1cncnc1 | -28 | 4
COc1ccc(/C=N/NC(=O)c2nn(-c3ccc(C)c(C)c3)c(=O)c3ccccc23)cc1 | 10 | 0
CCN(c1ccccc1)S(=O)(=O)c1ccc(OC)c(NC(=O)C2=NN(c3ccccc3)C(=O)CC2)c1 | 27 | 0
CC(C)C(N)c1csc(Nc2ccc(C(=O)N(C)Cc3ccccc3)cn2)n1 (stereo not given) | 41 | -12
CCc1nnc(NC(=O)CSc2nnc(-c3ccccc3O)n2-c2ccc(C)cc2C)s1 | -2 | -3
COc1ccc(NC(=O)CSc2nnc(C3CCCCC3)n2N)cc1 | 3 | -1
CCCn1c(N2CCN(CC(=O)c3c(C)n(C)c4ccc(OC)cc34)CC2)nc2c1c(=O)[nH]c(=O)n2C | 3 | -3
CC(=O)Nc1ccc(S(=O)(=O)NCCC(=O)Nc2ncccc2C)cc1 | 2 | 1
CCN(CC(=O)Nc1cc(Cl)ccc1C)C(=O)C1CCN(c2ncnc3sc(C)c(C)c23)CC1 | -48 | -3
COc1cc(-c2noc(C)c2C(=O)NCCCn2ccnc2)cc(OC)c1OC | -8 | -1
CC(C)n1cnnc1SCC(=O)NCC(=O)Nc1ccc(F)cc1 | 4 | 3
Cn1cc(CN2CCN(Cc3ccccc3)CC2)c(-c2cccc(Cl)c2)n1 | -1 | 13
Cc1csc(NC(=O)CSC2=NS(=O)(=O)c3ccccc3N2)n1 | 7 | -2
Cn1c(-c2cccc([N+](=O)[O-])c2)cnc1NCc1cccc([N+](=O)[O-])c1 | -8 | 10
CC(=O)N1CCN(c2ccccc2NC(=O)c2ccc(C#N)cc2F)CC1 | 9 | -7
O=C(Nc1nc2ccccc2[nH]1)c1cccc([N+](=O)[O-])c1 | -5 | 3
Cc1cccc(NC(=O)Cn2nc([N+](=O)[O-])c(Br)c2C)n1 | -1 | 4
Cc1nnc(SC(C)C(=O)Nc2ccc(Cl)cc2Cl)[nH]c1=O (stereo not given) | -11 | -3
CC(C)Cn1c(-c2nn(C)cc2Cl)n[nH]c1=S | 4 | 5
O=C(c1cccs1)N1C[C@@H](O)[C@H](n2cc(-c3ccc(F)cc3)nn2)C[C@@H]1c1ccc(Cl)cc1 | 3 | 1
CCc1nc2ccccc2nc1N1CCN(S(=O)(=O)c2ccc(Cl)cc2)CC1 | -3 | 5
Cc1ncc([N+](=O)[O-])n1CCOC(=O)NC(Nc1ccc(F)cc1)C(Cl)(Cl)Cl (stereo not given) | 5 | 0
Cn1c(SCC(=O)NCc2ccc3c(c2)OCO3)ncc(C(=O)Nc2ccc(F)cc2)c1=O | -6 | 10
O=C(Nc1cc(S(=O)(=O)N2CCOCC2)ccc1N1CCCCC1)c1cc(-c2ccccn2)nc2ccccc12 | 13 | 14
